p53 reactivator: mutant p53 re-activation in reporter cells; H1299 p53-A138V BP100-luciferase reporter, luminescence, 24 h; Potency, µM (highest dose often 92.2 µM), for the others: at the top dose activity change, positive = activation, most hits filed as activators; 0.063% of 320,000 active; AID 504706; also: % of control where 0% means no effect; nearly all actives have a fitted effect of over 45% in size
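H1299 (p53-null), stable ts p53-A138V + BP100-Luc; 1000 cells/well, Opti-MEM/10% FBS; cpd 4 pt, 1:5; 24 h, 37 deg C, 5% CO2; detection reagent 10 min RT; luminescence.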
BRCA1 expr up: BRCA1 expression activation. MCF7-BRCA1-FFLuc reporter, luminescence, 48 h; response scale: scaled: vehicle 0%, 10 µM genistein 100%. Potency, µM (series often up to 46.1 µM), for the others: at the highest dose activation, most hits filed as activators. 1.1% of 380,000 active. AID 624202; also: nearly all actives have a fitted effect of over 80% in size; some results filed as inactive show a strong effect at the top dose
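MCF7-BRCA1-FFLuc, 2000 cells/well; 2 h attach, 37 °C/5% CO2; compound 48 h; luciferase substrate 15 min; luminescence end-point. Norm. to genistein 10 microM max activation and DMSO; concentration-response curves fitted.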
MBNL1 CUG block: inhibitors of human MBNL1 binding to CUG repeat RNA; TR-FRET MBNL1-His/biotin-(CUG)12 binding, 665/545 ratio; Potency, µM (titrated, usually from 57.5 µM), inactives show top-dose activity change, negative = inhibition, hits mostly inhibitors; 0.036% of 280,000 active; AID 2675; active = well fitted inhibition curve with a large enough effect in the signal ratio, with a control signal flat, not every such curve was filed as active; inconclusive = small, poorly fitted or top-dose-only effect, or effect the other way, or a change in a side signal; inactive = no such curve, though single readings can be large or run the other way; the % refers to the signal ratio; also: % is scaled to controls: 0 for no effect and ±100 for the full control effect
Target sequence (Q9NR56 whole entry, looked up): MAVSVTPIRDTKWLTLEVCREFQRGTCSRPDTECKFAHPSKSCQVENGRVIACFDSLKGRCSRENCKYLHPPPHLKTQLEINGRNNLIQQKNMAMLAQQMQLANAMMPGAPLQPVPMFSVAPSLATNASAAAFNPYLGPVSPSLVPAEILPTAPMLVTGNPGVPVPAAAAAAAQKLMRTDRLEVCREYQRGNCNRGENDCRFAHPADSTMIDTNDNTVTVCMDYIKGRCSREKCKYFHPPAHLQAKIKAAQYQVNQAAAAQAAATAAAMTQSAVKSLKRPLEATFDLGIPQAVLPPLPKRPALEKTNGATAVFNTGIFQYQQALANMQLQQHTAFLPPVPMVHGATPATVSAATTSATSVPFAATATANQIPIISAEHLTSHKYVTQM
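His-tagged MBNL1 binding to biotinylated (CUG)12 RNA was measured by TR-FRET using terbium anti-His antibody (0.055 ng/ul final) and streptavidin-XL665 (5 nM final). Compounds were titrated 92 nM to 58 uM; 60 min at room temperature.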
Rab9 prom act: activates the Rab9 promoter | 2.8% of 320,000 active | Potency, µM (doses to about 9.22 µM), without a hit: top-dose activation, negative = inhibition, usual class: activators | Huh7 Rab9 promoter-luciferase reporter, luminescence, 24 h; also: % of control where 0% means no effect; nearly all actives have a fitted effect of over 60% in size
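Luminescence from Amplite-detected luciferase (10 minutes, ambient) reports Rab9 promoter activation. Before that, stable Rab9-luciferase Huh7 cells (1500/well, reduced-serum OP-MEM I plus 10% FBS) were exposed to compound for 24 hours at 37C.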
FLuc counter: firefly luciferase modulation, counter-screen for miR-21 project. P08659. purified FLuc, Km substrates, luminescence inhibition. AID 588342. 6.9% of 360,000 active. Potency, µM (titrated, usually from 57.5 µM), for inactives: at the highest dose activity change, negative = inhibition, most hits filed as inhibitors;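 also: plate controls were vehicle for no effect and reference inhibitor for full effect; nearly all actives have a fitted effect of over 55% in size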
Target sequence (P08659 whole entry, looked up): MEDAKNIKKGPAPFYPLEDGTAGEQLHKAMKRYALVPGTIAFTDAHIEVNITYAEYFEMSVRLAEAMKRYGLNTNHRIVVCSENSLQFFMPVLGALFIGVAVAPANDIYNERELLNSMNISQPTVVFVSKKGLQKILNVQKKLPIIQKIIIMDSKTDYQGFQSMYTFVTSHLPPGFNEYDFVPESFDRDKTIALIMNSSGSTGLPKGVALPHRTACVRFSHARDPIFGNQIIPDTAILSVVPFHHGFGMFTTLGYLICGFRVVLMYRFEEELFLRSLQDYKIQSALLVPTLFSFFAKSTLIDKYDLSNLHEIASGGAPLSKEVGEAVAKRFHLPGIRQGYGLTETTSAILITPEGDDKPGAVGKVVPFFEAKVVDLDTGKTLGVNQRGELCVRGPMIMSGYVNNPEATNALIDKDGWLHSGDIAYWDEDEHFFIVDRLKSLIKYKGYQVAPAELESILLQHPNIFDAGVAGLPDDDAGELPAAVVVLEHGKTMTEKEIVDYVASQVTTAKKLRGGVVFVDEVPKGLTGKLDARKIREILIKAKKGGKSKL
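Purified P. pyralis luciferase (10nM final) with 10uM D-luciferin and 10uM ATP (Km levels) in 50mM Tris acetate pH 7.5, 10mM Mg acetate, 0.01% Tween-20, 0.05% BSA; qHTS 6-point titration, ~60 µM downward; luminescence read.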
uPA generation: inhibitors of cell surface uPA generation; 0.31% of 330,000 active; cell surface uPA generation assay, qHTS; Potency, µM (series often up to 38.3 µM), for the others: at the highest dose activity change, negative = inhibition, hits mostly inhibitors; active = well fitted inhibition curve with a large enough effect; inconclusive = small, poorly fitted or top-dose-only effect; inactive = no such curve, though single readings can be large or run the other way; tested in mouse RAW 264.7 cells; also: % is scaled to controls: 0 for no effect and ±100 for the full control effect; nearly all actives have a fitted effect of over 55% in size
NPC1 prom act: activates the NPC1 promoter. Huh7 NPC1 promoter luciferase reporter, 24 h. Potency, µM (highest dose often 9.22 µM), inactives show at the top dose activation, most hits filed as activators. 2.4% of 320,000 active;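 also: % of control where 0% means no effect; nearly all actives have a fitted effect of over 60% in size; reporter is driven by a mutant NPC1 promoter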
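Stably transfected Huh7 (NPC1 promoter→luciferase), 1500 cells/well in Opti-MEM + 10% FBS, 2 h settle, then compound 24 h at 37 °C. Luminescence after 10 min with Amplite reagent.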
Gal4-VP16 FLuc: Gal4-VP16 reporter inhibition counter-screen; Drosophila S2 Gal4-VP16 UAS-luciferase, luminescence, 20 h; Potency, µM (highest dose often 53.6 µM), without a hit: at the top dose activity, negative = inhibition, hits mostly inhibitors; 3.5% of 310,000 active;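 also: Gal4-VP16 expression switched on by copper sulfate through the metallothionein promoter; % is scaled to controls: 0 for no effect and ±100 for the full control effect; nearly all actives have a fitted effect of over 50% in size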
ELG1 genotox: genotoxicity induction in ELG1-luciferase HEK293T cells | HEK293T ELG1-luciferase reporter, luminescence, 16 h | 1.3% of 330,000 active | Potency, µM (titrated, usually from 46 µM), without a hit: top-dose activity change, positive = activation, usual class: activators | AID 504466; also: % of control where 0% means no effect; nearly all actives have a fitted effect of over 60% in size
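Genotoxicity was scored as increased ELG1-luciferase reporter signal, measured by ONE-Glo luminescence (30 min, room temperature). Compound or vehicle exposure of the HEK293T reporter cells lasted 16 hr at 37°C.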
RORg inh: blocks mouse ROR gamma transcriptional activity; P51450; Drosophila S2 Gal4-RORgamma UAS-luciferase reporter, 20 h; Potency, µM (titrated, usually from 53.6 µM), without a hit: at the top dose activity change, negative = inhibition, most hits filed as inhibitors; 5.4% of 310,000 active; AID 2551; also: % is scaled to controls: 0 for no effect and ±100 for the full control effect; nearly all actives have a fitted effect of over 60% in size
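Using a luciferase readout, inhibitors were identified by reduced reporter activity in Drosophila cells coexpressing a copper-inducible Gal4–ROR gamma fusion and UAS-driven Photinus luciferase, incubated 20 hr after 700 uM copper sulfate.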
* hit, by the source's call; [ ] = remark or other dose. Unless noted, calls follow the shape of the dose curve; as a rule, active = well fitted curve in the direction sought with a large enough effect; inconclusive = small, poorly fitted or top-dose-only effect, or another doubt; inactive = no such curve, though single readings can be large; an effect the other way counts as inactive or inconclusive. Potency is read from the fitted curve at half-maximal effect.

C=CCn1c(CCNC(=O)c2ccccc2F)nnc1SCC(=O)Nc1nc2ccccc2s1 was read as p53 reactivator -2.4%, BRCA1 expr up -17.0%, MBNL1 CUG block 0.1%, Rab9 prom act -0.4%, FLuc counter -18.8%, uPA generation 2.7%, NPC1 prom act -2.7%, Gal4-VP16 FLuc -5.0%, ELG1 genotox -3.4% and RORg inh 33.8%.
CCC(=O)Nc1sc2c(c1C(N)=O)CCN(Cc1ccccc1)C2 was read as p53 reactivator 7.5%, BRCA1 expr up -2.0%, MBNL1 CUG block inconclusive, Rab9 prom act 0.2%, FLuc counter -6.0%, uPA generation -8.7%, NPC1 prom act -0.2%, Gal4-VP16 FLuc -6.3%, ELG1 genotox -11.7% and RORg inh 24.7%.
Screening CN(c1ccc(OCC(=O)N2CCC(C(N)=O)CC2)cc1)S(=O)(=O)c1cccs1 returned p53 reactivator 1.4%, BRCA1 expr up 8.0%, MBNL1 CUG block 3.3%, Rab9 prom act -1.7%, FLuc counter 3.2%, uPA generation 1.1%, NPC1 prom act 1.4%, Gal4-VP16 FLuc 1.0%, ELG1 genotox -5.8% and RORg inh -20.4%.
Cc1nc2cc(Cl)c(Cl)cc2nc1C was read as p53 reactivator inconclusive, BRCA1 expr up -37.1%, MBNL1 CUG block 10.8%, Rab9 prom act 11.5%, FLuc counter inconclusive, uPA generation 0.3%, NPC1 prom act 2.7%, Gal4-VP16 FLuc 22.9%, ELG1 genotox inconclusive and RORg inh inconclusive.
For CCOC(=O)C1(CCSC)NC(c2ccco2)C2C(=O)N(CC)C(=O)C21 (stereo not given) the results were p53 reactivator 7.8%, BRCA1 expr up 0.1%, MBNL1 CUG block 6.1%, Rab9 prom act 13.3%, FLuc counter -2.0%[2.3 µM], uPA generation -0.3%, NPC1 prom act -0.9%, Gal4-VP16 FLuc 3.6%, ELG1 genotox -1.4% and RORg inh 3.2%.
For Cn1nc(-c2ccccc2)cc1NC(=O)Nc1ccc(C(C)(C)C)cc1 the results were p53 reactivator 6.6%, BRCA1 expr up -48.4%, MBNL1 CUG block -8.5%, Rab9 prom act 2.0%, FLuc counter -15.0%, uPA generation -4.4%, NPC1 prom act -5.4%, Gal4-VP16 FLuc 9.3%, ELG1 genotox -2.7% and RORg inh 27.8%.
O=C(NC1CC1)C1CCN(S(=O)(=O)c2cc(Cl)ccc2Cl)CC1 was read as p53 reactivator -1.5%, BRCA1 expr up 6.0%, MBNL1 CUG block -17.5%, Rab9 prom act -1.2%, FLuc counter -0.5%, uPA generation 3.7%, NPC1 prom act -4.3%, Gal4-VP16 FLuc 6.3%, ELG1 genotox -7.9% and RORg inh 5.0%.
O=C(NCCCN1CCOCC1)c1cccc(S(=O)(=O)N2CCc3ccccc3C2)c1 was read as p53 reactivator -2.1%, BRCA1 expr up 7.1%, MBNL1 CUG block -4.9%, Rab9 prom act -3.9%, FLuc counter 2.2%, uPA generation -1.1%, NPC1 prom act -8.7%, Gal4-VP16 FLuc 6.1%, ELG1 genotox -5.4% and RORg inh -21.0%.
For CC(NC(=O)c1cccs1)c1n[nH]c(=S)n1C (stereo not given) the results were p53 reactivator -17.5%, BRCA1 expr up -9.1%, MBNL1 CUG block -1.6%, Rab9 prom act -3.6%, FLuc counter 0.3%, uPA generation 6.2%, NPC1 prom act -3.2%, Gal4-VP16 FLuc -1.7%, ELG1 genotox -0.5% and RORg inh -44.6%.
Screening Cn1c(N)c(N=O)c(=O)n(C)c1=O returned p53 reactivator 1.3%, BRCA1 expr up 4.8%, MBNL1 CUG block inconclusive, Rab9 prom act -1.1%, FLuc counter -1.5%, uPA generation 3.5%, NPC1 prom act 1.2%, Gal4-VP16 FLuc 3.6%, ELG1 genotox -0.2% and RORg inh -6.6%.
For O=C(COC(=O)CNC(=O)c1ccccc1F)Nc1ccc(Cl)cn1 the results were p53 reactivator -5.4%, BRCA1 expr up -3.8%, uPA generation -0.6% and ELG1 genotox 0.0%.
CCCNC(=O)C(=O)Nc1cc2c3c(c1)CCC(=O)N3CCC2 was read as p53 reactivator -15.7%, BRCA1 expr up -38.7%, MBNL1 CUG block 7.9%, Rab9 prom act -2.0%, FLuc counter 1.8%, uPA generation 2.0%, NPC1 prom act 1.3%, Gal4-VP16 FLuc -11.5%, ELG1 genotox 16.7% and RORg inh -25.3%.
For O=S(=O)(Cc1ccccc1)c1ccccc1-c1nnc(-c2ccccc2)o1 the results were p53 reactivator -0.8%, BRCA1 expr up -26.3%, MBNL1 CUG block -1.6%, Rab9 prom act -2.3%, FLuc counter 4.4%, uPA generation -6.9%, NPC1 prom act -0.9%, Gal4-VP16 FLuc -6.6%, ELG1 genotox 0.2% and RORg inh -26.3%.
For CCCCN(C)CCCNC(=O)/C=C1\Sc2ccccc2NC1=O the results were p53 reactivator 12.6%, BRCA1 expr up 8.7%, Rab9 prom act 11.8%, FLuc counter 7.1%, uPA generation -4.6%, NPC1 prom act -4.2%, Gal4-VP16 FLuc 7.5%, ELG1 genotox -5.7% and RORg inh -8.7%.
`COc1ccc(Oc2ncccc2[N+](=O)[O-])cc1` gave p53 reactivator 9.6%, BRCA1 expr up 0.4%, MBNL1 CUG block inconclusive, Rab9 prom act -4.5%, FLuc counter 6.9%, uPA generation 1.3%, NPC1 prom act 1.7%, Gal4-VP16 FLuc 3.7%, ELG1 genotox 0.9% and RORg inh -8.9%.
Screening CCOc1ccccc1C(=O)Nc1cccc2ccccc12 returned p53 reactivator -19.6%, BRCA1 expr up -46.4%, MBNL1 CUG block 11.5%, Rab9 prom act -0.1%, FLuc counter -5.3%, uPA generation 0.0%, NPC1 prom act 1.4%, Gal4-VP16 FLuc 2.1%, ELG1 genotox -4.8% and RORg inh -17.6%.
CCc1c(C)sc(NC(=S)N2CCN(S(C)(=O)=O)CC2)c1C(=O)OC was read as p53 reactivator -2.5%, BRCA1 expr up -6.9%, MBNL1 CUG block -4.6%, Rab9 prom act -3.3%, FLuc counter -2.0%, uPA generation 4.3%, NPC1 prom act 0.5%, Gal4-VP16 FLuc -1.0%, ELG1 genotox inconclusive and RORg inh -10.9%.
Screening Cc1ccc2oc(C(=O)NCc3ccc4c(c3)OCO4)c(C)c2c1 returned BRCA1 expr up 19.4%, MBNL1 CUG block 5.9%, FLuc counter inconclusive, uPA generation 4.9%, Gal4-VP16 FLuc -11.1% and RORg inh 15.0%.
Screening CCCCn1c2nc3ccccc3nc2c2c(=O)n(C(C)CC)cnc21 (stereo not given) returned p53 reactivator -3.7%, BRCA1 expr up -9.2%, MBNL1 CUG block 8.7%, Rab9 prom act -10.7%, FLuc counter 1.2%, NPC1 prom act 0.5%, Gal4-VP16 FLuc 3.5%, ELG1 genotox 2.4% and RORg inh 1.0%.
Screening CCOc1ccccc1OCC(=O)Nc1cc(S(=O)(=O)N2CCCCC2)ccc1OC returned p53 reactivator 10.0%, BRCA1 expr up -7.7%, Rab9 prom act -3.3%, FLuc counter -0.2%, uPA generation -5.3%, NPC1 prom act -4.3% and ELG1 genotox -1.5%.
`CCOc1cc(-c2conc2N)cc(OCC)c1OCC` gave p53 reactivator 19.9%, BRCA1 expr up 4.5%, MBNL1 CUG block inconclusive, Rab9 prom act 1.0%, FLuc counter 3.2%, uPA generation -15.0%, NPC1 prom act -1.3%, Gal4-VP16 FLuc -0.4%, ELG1 genotox 0.7% and RORg inh 27.8%.
For O=C(O)c1cccc(S(=O)(=O)Nc2ccc3c(c2)OCO3)c1 the results were p53 reactivator 4.1%, BRCA1 expr up -3.6%, MBNL1 CUG block 10.2%, Rab9 prom act 6.7%, FLuc counter -16.0%, uPA generation -0.8%, NPC1 prom act -2.8%, Gal4-VP16 FLuc 6.6%, ELG1 genotox -1.3% and RORg inh 6.1%.
`Cc1ccc(N2CC(C(=O)NC3=NCCS3)CC2=O)cc1` (stereo not given) gave p53 reactivator 2.3%, BRCA1 expr up 23.2%, MBNL1 CUG block 3.3%, Rab9 prom act -0.2%, FLuc counter 4.5%, uPA generation -2.7%, NPC1 prom act 1.4%, Gal4-VP16 FLuc -3.7%, ELG1 genotox -2.6% and RORg inh 2.0%.
`O=C(NCCc1ccccn1)c1cc(-c2cccc3ccccc23)nc2ccccc12` gave p53 reactivator -5.7%, BRCA1 expr up -31.7%, MBNL1 CUG block 19.7%, Rab9 prom act -0.2%, FLuc counter -1.8%, uPA generation 11.5%, NPC1 prom act -1.2%, Gal4-VP16 FLuc inconclusive, ELG1 genotox -10.2% and RORg inh inconclusive.
Screening N#Cc1cc2c(nc1S(=O)(=O)Cc1ccccc1)CCCC2 returned p53 reactivator -0.1%, BRCA1 expr up -1.7%, MBNL1 CUG block -3.1%, Rab9 prom act 15.1%, FLuc counter -2.1%, uPA generation -4.8%, NPC1 prom act 4.1%, Gal4-VP16 FLuc -14.0%, ELG1 genotox -0.8% and RORg inh 2.6%.
